SMARCA2 act – activators of SMARCA2 function; MG213 cells, MMTV-luciferase reporter, dexamethasone, overnight; activation, % at 9.1 µM; 370,000 compounds, 1% hits; in the data active means activation above about 7.8%;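 further: 0% = vehicle wells and 100% = reference activator wells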
ADAM17 inh – inhibits human ADAM17. 370,000 compounds, 0.83% hits. recombinant ADAM17, EDANS/DABCYL FRET peptide cleavage. AID 720648. P78536. inhibition, % at 6.95 µM;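 active means inhibition above the mean of compounds lying between control limits plus 3 SD, set per campaign, cut at about 8.5% in these data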;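 further: 0% = DMSO-only wells as the low control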
GAA850 FXN act – increases GAA850 frataxin promoter reporter activity. activation, % at 6 µM. HEK293 lucGAA850 FXN promoter luciferase reporter, 24 h; percent of 10 µM SAHA response. 360,000 compounds, 0.56% hits. AID 540364;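 active means activation above the average of all compounds screened plus 3 SD, cutoff fixed separately per campaign, cut at about 7.5% in these data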;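 further: 0% = DMSO wells and 100% = 10 µM SAHA wells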
DAX1 inh-1 – inhibitors of DAX1 repression of SF-1 activated StAR promoter | HEK293T StAR-luciferase reporter, SF-1/DAX-1 repression relief | inhibition, % at 6.8 µM | 370,000 compounds, 1.1% hits | AID 652010;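 active means inhibition above the mean over all tested compounds plus 3 SD, cut at about 3.6% in these data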;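 further: 0% = DAX-1 cells with DMSO and 100% = cells lacking DAX-1 with DMSO; higher inhibition means more luminescence from relief of DAX-1 repression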
GC-A act – GC-A (human) enzyme activation; activation, % at 10 µM; HEK293 GC-A cells, cGMP TR-FRET, EC30 ANP; 0% at EC30 ANP, 100% saturating ANP; 370,000 compounds, 0.14% hits; P16066; in the data active means activation above about 40%
Target sequence (P16066 whole entry, looked up): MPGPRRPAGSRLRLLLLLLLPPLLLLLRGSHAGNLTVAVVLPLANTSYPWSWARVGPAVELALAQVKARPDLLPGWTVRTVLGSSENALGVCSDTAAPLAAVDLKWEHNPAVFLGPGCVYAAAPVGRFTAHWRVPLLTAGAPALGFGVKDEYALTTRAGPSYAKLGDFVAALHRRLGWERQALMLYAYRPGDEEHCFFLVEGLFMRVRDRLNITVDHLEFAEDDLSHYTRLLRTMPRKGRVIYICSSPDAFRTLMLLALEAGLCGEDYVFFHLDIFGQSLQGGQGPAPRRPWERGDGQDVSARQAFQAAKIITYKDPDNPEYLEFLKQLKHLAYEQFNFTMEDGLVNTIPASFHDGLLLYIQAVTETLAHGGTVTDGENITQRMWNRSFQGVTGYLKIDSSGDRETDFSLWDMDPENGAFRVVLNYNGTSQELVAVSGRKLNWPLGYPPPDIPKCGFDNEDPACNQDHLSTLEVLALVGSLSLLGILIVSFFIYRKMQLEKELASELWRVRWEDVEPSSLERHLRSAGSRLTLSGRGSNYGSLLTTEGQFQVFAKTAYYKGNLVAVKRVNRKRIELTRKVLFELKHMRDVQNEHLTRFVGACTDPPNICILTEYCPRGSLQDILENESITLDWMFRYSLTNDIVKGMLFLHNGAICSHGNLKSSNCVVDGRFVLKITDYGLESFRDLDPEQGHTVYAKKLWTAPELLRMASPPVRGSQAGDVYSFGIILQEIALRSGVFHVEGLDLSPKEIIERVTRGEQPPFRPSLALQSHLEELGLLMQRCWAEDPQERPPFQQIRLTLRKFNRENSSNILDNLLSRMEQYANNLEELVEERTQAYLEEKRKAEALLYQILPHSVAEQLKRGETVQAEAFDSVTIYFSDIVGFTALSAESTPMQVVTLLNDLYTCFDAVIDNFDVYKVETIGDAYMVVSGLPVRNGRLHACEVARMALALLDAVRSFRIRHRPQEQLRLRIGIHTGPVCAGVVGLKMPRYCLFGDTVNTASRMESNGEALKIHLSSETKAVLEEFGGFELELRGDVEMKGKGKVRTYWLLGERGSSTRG
PG9 binder – binds the HIV-1 gp120 antibody PG9; TR-FRET gp120-PG9 antibody binding; inhibition, % at 6.7 µM; 360,000 compounds, 0.43% hits; AID 624416; in the data active means inhibition above about 8.5%
ADAM10 inh – inhibits human ADAM10. inhibition, % at 7 µM. AID 720582. recombinant ADAM10, EDANS/DABCYL FRET peptide cleavage, 3 h. 370,000 compounds, 0.62% hits;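 active means inhibition above a per-campaign cutoff equal to the mean of compounds falling between control-based bounds plus 3 SD, cut at about 20% in these data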;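 further: 0% = DMSO wells while the 100% control is not disclosed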
DAX1 inh-2 – inhibits human nuclear receptor DAX1 | P51843 | inhibition, % at 6.75 µM | HEK293 Gal4-DAX1 luciferase reporter, luminescence | 340,000 compounds, 0.99% hits | AID 504766;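 active means inhibition above the mean over all tested compounds plus 3 SD, cut at about 4.2% in these data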;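 further: 0% = DAX1-transfected cells with DMSO and 100% = empty-vector control cells with DMSO; inhibition shows as a rise in luminescence from relieved DAX1 repression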
hgDAF12 agonist – activates the H. glycines DAF-12 receptor ligand-binding domain; 370,000 compounds, 1.8% hits; activation, % at 6.8 µM; HEK293 GAL4-hgDAF12 UAS-luciferase reporter, agonist luminescence; normalized to butyrate control;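 active means activation above a cutoff set at the mean of all screened compounds plus 3 SD, cut at about 10% in these data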;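 further: 0% = DMSO wells and 100% = sodium butyrate wells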
hcDAF-12 act – activators of H. contortus DAF-12 nuclear receptor | HEK293 hcDAF-12 lit1-tk-luc reporter, luminescence; 0% DMSO, 100% Δ7-dafachronic acid | activation, % at 6.8 µM | 370,000 compounds, 1.4% hits;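 active means activation above the mean of all tested compounds plus 3 SD, cut at about 5.5% in these data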;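 further: 100% = response to 3 µM Δ7-dafachronic acid high control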
ssDAF-12 act – S. stercoralis DAF-12 activation, primary screen. HEK293 ssDAF-12/GRIP1 lit1-tk-luc reporter, luminescence; % of 3 µM dafachronic acid response. activation, % at 6.8 µM. 370,000 compounds, 1% hits;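 active means activation above the mean over all tested compounds plus 3 SD, cut at about 0.9% in these data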;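 further: 0% = DMSO-only wells and 100% = 3 µM delta7-dafachronic acid wells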
Numbers without * were called inactive; x = not tested or not shown; & = joins results of further samples.

SMILES	SMARCA2 act	ADAM17 inh	GAA850 FXN act	DAX1 inh-1	GC-A act	PG9 binder	ADAM10 inh	DAX1 inh-2	hgDAF12 agonist	hcDAF-12 act	ssDAF-12 act
CCC(C)(C)NC(=O)c1cc([N+](=O)[O-])ccc1N1CCOCC1	0	-2	-1.5	0.1	-1	-1.8	8	-0.1	2.2	-2.2	-0.4
COC(=O)c1ccccc1OCCOCCOc1cccc2cccnc12	-1	-4	0.3	0.1	-4	-0.9	-18	-0.7	2.7	-1.8	-1.2
Cc1ccccc1NC(=O)Nc1cc(S(N)(=O)=O)ccc1C	-1	-7	-0.7	-0.8	3	0.5	-10	0.1	-0.9	0.4	-1.2
COc1ccc(CCCNC(=O)C2CCC(=O)N(CCCN3CCCC3=O)C2)cc1 (stereo not given)	-3	3	-1.2	-0.1	12	0.3	-5	1.7	0.2	-2.3	-0.6
CCC1CCCCN1C(=O)CCNC(=O)Cn1cnc2ccccc2c1=O (stereo not given)	-3	0	0.2	-0.3	-2	1.3	0	0.5	0.8	-0.1	-1.0
Cc1cccc(OCC(=O)Nc2nnc(S(=O)(=O)N3CCC(C)CC3)s2)c1	-1	2	-0.3	0.5	-2	0.7	8	0.0	3.3	1.7	-1.1
COCCCNC(=O)Cn1nnc(-c2ccc(NC(=O)c3ccc(F)cc3)cc2)n1	-3	-2	0.0	-0.7	6	0.6	-11	0.5	-3.4	-1.0	-0.8
CCc1nc(N[C@H](C(=O)O)C(C)CC)c2oc3ccccc3c2n1 (stereo not given in full)	0	0	-1.1	-0.1	2	0.9	0	-0.4	-1.7	-0.1	-1.1
Cc1nc(-c2nc(-c3c(C(=O)NNC(=O)Nc4ccccc4)noc3C)cs2)cs1	-2	-2	-0.6	-0.5	1	-0.4	0	2.0	-1.2	-2.1	-2.2
Cc1ccc(NC(=O)NCCCl)cc1S(=O)(=O)N1CCOCC1	-1	-2	-2.0	0.2	-1	-0.7	-1	-2.5	-0.8	-0.8	-1.1
Cc1nc2cc(S(=O)(=O)C(F)(F)F)ccc2s1	5	-2	-0.1	-0.6	0	-0.9	-2	-1.0	2.9	-1.6	-1.2
CC(C)(C)OC(=O)N1CCC(C(=O)Nc2cccc(C(=O)NCCc3ccccc3)c2)CC1	-4	-1	0.6	-1.2	-4	-0.4	0	-0.4	-0.8	-1.4	-1.1
Cc1nc(NC(=O)c2ccc(Br)s2)sc1C(=O)N(C)C	2	0	8.4*	2.5	-1	0.0	-1	1.5	8.5	4.1	0.4
Cc1cccc(NC(=O)c2cccc(S(=O)(=O)N(C)C3CCCCC3)c2)n1	-2	-3	1.1	-1.6	2	-3.1	-8	0.4	-2.7	0.3	-1.6
CC(=O)NC1CC2CCCC(C1)N2Cc1ccc(C)cc1 (stereo not given)	4	2	0.7	0.5	1	-2.5	3	-1.8	-0.6	-0.1	-0.6

Of the compounds above, 4 contain four or more nitrogen atoms.
SMILES	SMARCA2 act	ADAM17 inh	GAA850 FXN act	DAX1 inh-1	GC-A act	PG9 binder	ADAM10 inh	DAX1 inh-2	hgDAF12 agonist	hcDAF-12 act	ssDAF-12 act
CCC1CCCCN1C(=O)CCNC(=O)Cn1cnc2ccccc2c1=O (stereo not given)	-3	0	0.2	-0.3	-2	1.3	0	0.5	0.8	-0.1	-1.0
Cc1cccc(OCC(=O)Nc2nnc(S(=O)(=O)N3CCC(C)CC3)s2)c1	-1	2	-0.3	0.5	-2	0.7	8	0.0	3.3	1.7	-1.1
COCCCNC(=O)Cn1nnc(-c2ccc(NC(=O)c3ccc(F)cc3)cc2)n1	-3	-2	0.0	-0.7	6	0.6	-11	0.5	-3.4	-1.0	-0.8
Cc1nc(-c2nc(-c3c(C(=O)NNC(=O)Nc4ccccc4)noc3C)cs2)cs1	-2	-2	-0.6	-0.5	1	-0.4	0	2.0	-1.2	-2.1	-2.2

(list continues)
SMILES	SMARCA2 act	ADAM17 inh	GAA850 FXN act	DAX1 inh-1	GC-A act	PG9 binder	ADAM10 inh	DAX1 inh-2	hgDAF12 agonist	hcDAF-12 act	ssDAF-12 act
COc1cc(C(=O)NNC(=O)c2ccc(S(=O)(=O)N3CCCCC3)cc2)cc(OC)c1OC	-3	0	-0.8	0.0	-2	-1.4	-1	-0.2	-1.5	-3.3	-1.1
N#Cc1ccc(CN2CCN(C(=O)c3cccc(S(=O)(=O)N4CCCCCC4)c3)CC2)cc1	-4	-1	-1.3	-3.1	0	0.2	-1	-1.3	-2.6	-1.6	-1.0
Cc1ccc(CC(=O)O/N=C(\N)c2ccccn2)cc1	8.9*	-1	4.0	5.0*	2	-0.8	-15	0.7	11*	1.8	-0.6
COc1cc(C(=O)OCC(=O)NCCC2=CCCCC2)ccc1OCC(C)C	1	-3	-0.1	0.8	-2	-1.6	2	-0.5	2.5	0.9	-0.4
c1ccc(-c2[nH]ncc2CN2CCN(Cc3ccc4c(c3)OCO4)CC2)cc1	-3	-4	0.1	-0.2	-8	-0.7	-3	3.1	-1.4	-0.1	-0.5
Cc1ccc(S(=O)(=O)N2CCN(C(=O)COC(=O)/C=C/c3ccccc3F)CC2)c(C)c1	3	-1	0.0	0.9	1	-1.6	-4	0.9	-0.8	-1.8	-1.5
COc1ccc(-n2cc(CN3CCCC3)c(-c3cccc(F)c3)n2)cc1	3	-2	3.5	-1.0	-5	-0.9	-2	-1.2	2.1	-1.8	-1.8
COc1ccc(N2CCN(C(=O)c3ccc(Oc4ccc(C(F)(F)F)cn4)cc3)CC2)cc1	1	-2	1.3	-0.7	-1	-0.6	2	0.4	-1.6	-0.7	-1.6
O=C(NC(Cc1ccccc1)C(=O)O)c1ccc(S(=O)(=O)N2CCOCC2)cc1 (stereo not given)	3	-2	0.6	0.1	8	-2.7	3	0.0	0.8	0.2	-0.6
COc1ccc(CNc2ncnc3sccc23)cc1	-5	2	-4.1	-1.4	3	0.7	3	-3.5	-6.2	-4.7	-1.8
COc1ccccc1NC(=O)[C@H](COCc1ccccc1)NC(=O)OC(C)(C)C	-5	-10	-1.2	-0.6	-4	-0.1	5	0.0	0.9	0.7	-1.3
Cc1cccc(CSC2=NN3CCCC(=O)N=C3S2)c1	0	3	4.6	1.2	1	1.1	3	0.9	7.6	1.6	-0.6
CN(C)CCCCOc1ccccc1F	4	0	-0.9	0.3	-1	-0.1	12	-0.4	-3.5	2.1	-1.0
COc1ccc(OC)c(NC(=O)CSc2nnc(N)s2)c1	2	0	0.6	0.2	-1	1.5	-1	0.1	2.0	-1.1	-1.0
Nc1nc(-c2ccccc2)nn1S(=O)(=O)c1ccccc1	4	0	4.2	-0.5	3	0.6	3	2.2	3.3	-1.1	-1.4
Cc1ccc(Cc2nnc(SCC(=O)Nc3c(C)cccc3C)[nH]c2=O)cc1	-3	0	2.3	-0.7	1	2.0	-3	2.0	-0.4	2.4	-0.7
CCOC(=O)N1CCN(Cc2cn[nH]c2-c2ccc(-c3ccccc3)cc2)CC1	1	-1	2.7	-0.5	0	-1.6	4	-0.4	1.6	-0.5	-1.3
CCCCn1c(N)c(N(CC(C)C)C(=O)C(C)SCc2nc3sc(C)c(C)c3c(=O)[nH]2)c(=O)[nH]c1=O (stereo not given)	-1	-7	1.4	-1.4	-3	0.8	-15	-1.5	-0.8	0.7	-0.9
CC1(c2nnc(Cc3ccccc3)o2)CC(c2ccccc2Br)=NO1 (stereo not given)	-1	1	0.5	-0.1	-2	-0.2	4	0.7	3.0	-2.8	-1.1
O=C(/C=C/c1c(F)cccc1Cl)Nc1cccnc1	3	0	3.4	1.4	-3	-0.1	-1	3.0	11*	7.1*	0.6
Cc1cc(C(=O)c2ccc(Cl)cc2)c(NC(=O)CCl)s1	-2	-2	-0.3	-0.6	0	-1.6	-5	-1.3	-2.1	-1.8	-1.5
C=CCN=c1scc(-c2ccc(F)cc2)n1/N=C/c1ccccn1	0	1	0.1	0.2	-1	0.3	9	-1.3	-2.7	-0.9	-1.2
CN(CC(O)CN1CCOCC1)S(=O)(=O)O (stereo not given)	-3&-6	-7&-3	0.0&2.0	0.1&-0.4	-1&3	-0.9&-0.7	-8&0	1.3	1.0&-1.1	-1.5&-2.2	-0.4&-0.4
COc1ccc(NC(=O)CN(c2ccc([N+](=O)[O-])cc2)S(=O)(=O)c2ccccc2)c(OC)c1	-4	3	1.2	-0.4	-1	1.4	12	0.4	-1.7	-2.2	-1.9
COc1ccc(Cc2nnc(NC(=O)Nc3cccc(OC)c3)s2)cc1	-2	-5	-0.4	0.0	5	-0.1	-8	-2.0	2.9	-2.3	-0.9
CCc1sc(C(=O)Nc2ccc(F)cc2C)cc1C	2	2	5.8	-0.1	5	0.1	7	-0.2	3.0	-0.7	-1.3
CN1C(C(=O)NCc2ccc(OC(F)(F)F)cc2)CC2Cn3c(nc4cc5ccccc5cc43)C21 (stereo not given)	1	-4	-0.3	0.0	-3	-1.8	-11	-0.3	-0.1	-0.6	-1.2
CCCc1nc(SCC(N)=O)[nH]c(=O)c1CC	-2	-5	4.2	-1.0	6	-0.2	-1	0.1	-0.2	-1.3	-0.7
Cc1ccc(NC(=O)COc2ccccc2C=O)cc1Cl	5	-1	4.5	4.5*	3	-1.9	-3	0.4	20*	5.8*	0.7
Cc1ccc(Nc2nnc(SCC(=O)NCCN3C(=O)CSC3=O)s2)cc1	2	-1	3.0	0.1	0	-3.4	-4	0.8	5.1	3.1	-1.0
Cc1ccc(N(C(=O)c2csnn2)C(C(=O)NC2CCCCC2)c2cccnc2)c(C)c1 (stereo not given)	0	1	-0.3	0.3	-2	0.4	0	-1.3	-2.0	-0.5	-0.5
COC(=O)Cn1nc(-c2cccc(OC)c2)c2ccccc21	x	0	x	x	1	x	1	x	-1.8	-0.4	-2.0
OCCNc1ncnc2c1ncn2[C@H]1CN(Cc2cccs2)C[C@@H](CO)O1	-3	-4	1.6	-0.1	0	0.1	-6	x	-1.7	-0.4	-0.3
CCc1nnc(NC(=O)C2CC(=O)N(Cc3ccccc3)C2)s1 (stereo not given)	-4	-3	-0.4	-0.6	1	1.3	-9	0.4	0.5	-1.2	-0.7
COc1ccc(OC)c(C(=O)c2ccc(C(=O)N3CCCCC3)cc2)c1	-2	1	0.6	-0.1	1	-2.9	5	-1.1	-3.7	-1.5	-1.0
CCCCOc1ccc(-c2nnn(CC(=O)c3c[nH]c4ccccc34)n2)cc1	-3	1	0.2	-1.0	2	2.5	4	1.8	-0.9	-0.8	-0.6
COc1ccc(-c2noc(CCCC(=O)NCC3CCCO3)n2)cc1 (stereo not given)	-4	-5	-1.9	-0.6	-1	-1.7	-3	-0.7	-2.5	-1.1	-1.5
Cc1nn(C(=O)c2nn(C)cc2Cl)c(C)c1Br	1	-3	1.5	-0.1	1	1.1	-2	0.3	0.4	-1.2	-1.1
CCc1cccc(NC(=O)C2CC2c2ccccc2)c1 (stereo not given)	-2	3	0.4	-0.1	-1	-1.6	15	-0.7	-0.1	1.0	-1.1
CCC(C)(C)NC(=O)CN(C(=O)CNS(=O)(=O)c1ccccc1)c1ccccc1	2	-3	1.5	0.2	-2	2.3	0	0.1	-3.3	1.0	-0.9

Bioassay records (PubChem)
